Assay outcomes: PubChem BioAssay, National Center for Advancing Translational Sciences (NCATS)
Pin1 inh = inhibitors of human Pin1. Pin1 FP peptide displacement, HiFluor488, 10 min. Potency, µM (highest dose often 115 µM), for the others: at the highest dose activity, negative = inhibition, most hits filed as inhibitors. 390,000 compounds, 0.009% hits. AID 504891; active means well fitted inhibition curve with a large enough effect in the polarisation, with a control signal flat, not every such curve was filed as active; inconclusive means small, poorly fitted or top-dose-only effect, or effect the other way, or a change in a side signal; inactive means no such curve, though single readings can be large or run the other way; the % refers to the polarisation; further: potency means the concentration at half of the fitted maximal effect; on the % scale 0 is the no-effect control and ±100 the full control effect
Target sequence (Q13526 whole entry, looked up): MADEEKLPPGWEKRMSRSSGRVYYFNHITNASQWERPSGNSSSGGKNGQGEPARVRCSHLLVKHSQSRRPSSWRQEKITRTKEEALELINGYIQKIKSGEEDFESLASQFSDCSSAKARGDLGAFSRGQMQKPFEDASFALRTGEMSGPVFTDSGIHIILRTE
PGK inhibitor = blocks T. brucei phosphoglycerate kinase; P07378; PGK/GAPDH coupled, Kinase-Glo luminescence, 60 min; Potency, µM (titrated, usually from 57.5 µM), without a hit: at the highest dose activity change, negative = inhibition, most hits filed as inhibitors; 380,000 compounds, 0.043% hits; AID 602233; further: potency means the concentration at half of the fitted maximal effect; on the % scale 0 is the no-effect control and ±100 the full control effect; nearly all actives have a fitted effect of over 60% in size
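Recombinant glycosomal PGK reaction used 1,3-bisphosphoglycerate generated in-well by GAPDH (100nM final) in 100mM TEA pH 7.6, 5mM MgCl2, 0.01% Tween-20. After 60 minutes at room temperature, ATP was read by Kinase-Glo Plus luminescence end-point.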
mIDH1 inhibitor = blocks human mutant IDH1 R132H enzyme | O75874 | IDH1-R132H enzyme, NADPH consumption, diaphorase/resazurin fluorescence | Potency, µM (titrated, usually from 76.6 µM), for the others: at the highest dose activity change, negative = inhibition, hits mostly inhibitors | 390,000 compounds, 0.093% hits; further: potency means the concentration at half of the fitted maximal effect; on the % scale 0 is the no-effect control and ±100 the full control effect; nearly all actives have a fitted effect of over 65% in size
Target sequence (O75874 whole entry R132H, stated change not applied): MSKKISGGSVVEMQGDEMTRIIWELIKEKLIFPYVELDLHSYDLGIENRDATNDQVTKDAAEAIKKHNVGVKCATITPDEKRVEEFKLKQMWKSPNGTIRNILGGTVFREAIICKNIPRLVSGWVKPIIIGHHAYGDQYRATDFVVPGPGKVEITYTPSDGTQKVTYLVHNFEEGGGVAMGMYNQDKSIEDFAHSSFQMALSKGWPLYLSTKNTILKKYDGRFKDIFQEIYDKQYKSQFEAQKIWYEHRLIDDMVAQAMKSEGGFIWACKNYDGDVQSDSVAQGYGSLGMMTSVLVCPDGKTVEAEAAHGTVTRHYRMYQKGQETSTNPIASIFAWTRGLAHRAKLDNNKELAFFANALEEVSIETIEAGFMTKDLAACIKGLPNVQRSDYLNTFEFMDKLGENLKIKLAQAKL
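IDH1-R132H (0.5 ug/mL) preincubated 30 min with compound, then NADPH (0.016 mM) and alpha-KG (2 mM) added; 80 min at RT, pH 7.5. Remaining NADPH coupled via diaphorase/resazurin to fluorescence (540/590 nm); concentration-response curves normalized to no-enzyme control.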
PI4K2A block = inhibitors of human PI4K2A; Q9BTU6; purified PI4K2A, ADP-Glo luminescence, 1 h; stronger effect = lower value; activity change, negative = inhibition, % at 76.9 µM; 420,000 compounds, 0.13% hits; in the data active means activity change below about -50%; inconclusive means mostly about -30% to -49%;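 further: -100% = wells without enzyme as full effect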
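PI4K2A activity was measured by ADP-Glo luminescence: enzyme (4 ug/mL stock) and phosphatidylinositol (1.2 mM stock) in Tris pH 7.5/MgCl2/EGTA/Triton X-100 buffer were reacted with ATP (300 microM stock) for one hour at ambient temperature.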
GLS inh = blocks human kidney-isoform glutaminase activity; O94925; GLS enzymatic activity, qHTS titration; Potency, µM (doses to about 45.5 µM), without a hit: top-dose activity change, negative = inhibition, hits mostly inhibitors; 410,000 compounds, 0.21% hits; AID 624170; further: potency means the concentration at half of the fitted maximal effect; on the % scale 0 is the no-effect control and ±100 the full control effect
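Assay buffer: 45 mM KH2PO4 pH 8.2, 0.02% Tween-20. hKGA acts on L-glutamine (1 mM solution added); product glutamate is reported by an oxidase/peroxidase Amplex Red coupling, with fluorescence taken at baseline and 30 min.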
TrxR1 inh = blocks rat thioredoxin reductase 1; O89049; 390,000 compounds, 1% hits; Potency, µM (doses to about 114 µM), inactives show at the highest dose activity change, negative = inhibition, actives largely listed as inhibitors; recombinant rTrxR1, NADPH fluorescence consumption, selenite substrate; further: potency means the concentration at half of the fitted maximal effect; on the % scale 0 is the no-effect control and ±100 the full control effect; nearly all actives have a fitted effect of over 65% in size
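Rat TrxR1 (90 nM in the dispensed reagent) was pre-reduced with 400 uM NADPH for 5 min at room temperature, then incubated with compound for 15 min. After 400 uM selenite was added, NADPH fluorescence (Ex 340/Em 450 nm) was followed for 8 min.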
TrxR1 substrate = rat thioredoxin reductase 1 substrate activity. O89049. purified TrxR1 substrate turnover, NADPH consumption readout. Potency, µM (doses to about 114 µM), without a hit: at the highest dose activity change, negative = substrate turnover. 390,000 compounds, 0.01% hits. AID 588456; further: potency means the concentration at half of the fitted maximal effect; on the % scale 0 is the no-effect control and ±100 the full control effect; nearly all actives have a fitted effect of over 50% in size
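Rat TrxR1, dispensed at 90 nM, was prereduced with 400 uM NADPH (final) for 5 min at ~22 deg C, then incubated with compound 15 min before 400 uM selenite. A first-read NADPH fluorescence drop versus no-compound background flagged substrates.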
HP1b binding inh = blocks HP1-beta chromodomain binding to methylated histone tails; AlphaScreen HP1-beta / biotin-H3K9me3 peptide binding; Potency, µM (series often up to 114 µM), without a hit: top-dose activity change, negative = inhibition, hits mostly inhibitors; 390,000 compounds, 0.56% hits; further: potency means the concentration at half of the fitted maximal effect; nearly all actives have a fitted effect of over 70% in size; inactives centre near 23
Target sequence (P83916 whole entry, looked up): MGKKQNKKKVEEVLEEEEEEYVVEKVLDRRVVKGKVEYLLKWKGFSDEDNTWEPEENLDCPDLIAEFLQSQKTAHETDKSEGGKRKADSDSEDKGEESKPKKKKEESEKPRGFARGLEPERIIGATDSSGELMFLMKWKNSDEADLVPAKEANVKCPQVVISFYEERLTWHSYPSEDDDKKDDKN
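AlphaScreen: HP1-beta (50 nM) preformed 30 min with biotin-H3(1-18)K9me3 peptide (50 nM) in PBS pH 7.4, 0.01% Tween-20. Compound added for 30 min at RT, then streptavidin donor/nickel chelate acceptor beads (10 ug/mL) for 30 min.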
USP1 inh = blocks the human USP1/UAF1 deubiquitinase complex | recombinant USP1/UAF1, Ub-Rhodamine cleavage fluorescence | Potency, µM (doses to about 57.1 µM), inactives show top-dose activity change, negative = inhibition, usual class: inhibitors | 390,000 compounds, 0.23% hits; further: potency means the concentration at half of the fitted maximal effect; on the % scale 0 is the no-effect control and ±100 the full control effect; nearly all actives have a fitted effect of over 60% in size; inactives centre near -12
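1 nM enzyme complex + cpd, 15 min RT; start with Ub-Rho 150nM final; kinetic fluorescence ex 480/em 540, 6 reads q60 s. Buffer 50mM HEPES pH 7.8, 0.5mM EDTA, 0.1 mg/ml BSA, 1mM TCEP, 0.01% Tween-20.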
* hit, by the source's call; i = inactive; u = inconclusive; [ ] = another dose, or the depositor's remark. Unless noted, the call rests on the fitted dose curve; in most records, active means well fitted curve in the direction sought with a large enough effect; inconclusive means small, poorly fitted or top-dose-only effect, or another doubt; inactive means no such curve, though single readings can be large; an effect the other way counts as inactive or inconclusive.

#	SMILES	Pin1 inh	PGK inhibitor	mIDH1 inhibitor	PI4K2A block	GLS inh	TrxR1 inh	TrxR1 substrate	HP1b binding inh	USP1 inh
1	CC(=O)OCCCNc1cc(Sc2ccc(C)cc2)c2nonc2c1[N+](=O)[O-]	-18%	i	7%	3	-1%	11µM*	-6%	u	-21%
2	O=C(NCCC1=CCCCC1)c1cc(S(=O)(=O)N2CCOCC2)c(Cl)cc1Cl	3%	4%	2%	-3	0%	13%	2%	37%	-15%
3	NS(=O)(=O)c1ccc(NS(=O)(=O)c2ccc(Br)cc2)cc1	0%	-5%	-8%	5	17%	13%	3%	-2%	u
4	CN(C)c1ccc(N=C/C=C2\N(C)c3ccccc3C2(C)C)cc1	26%	-8%	8%	-21	60%[activator]	-40%	-8%[57.1 µM]	50µM*	-21%
5	COc1ccccc1CC(=O)N1CCN(S(=O)(=O)c2ccccc2)CC1	0%	2%	-8%	5	3%	-1%	2%	28%	-13%
6	Cc1cc(C(=O)N2CCCC(CO)(Cc3ccc(F)cc3)C2)c(C)o1 (centres undefined)	-1%	4%	-4%	-1	-4%	-15%	9%	3%	-6%
7	OCCNc1ncnc2c1sc1nc(N3CCOCC3)c3c(c12)CCC3	u	-6%	12%	-14	-14%	8%[57.1 µM]	36%	2%	-20%
8	CC(OC(=O)c1cn(-c2ccccc2)nc1-c1cccnc1)C(N)=O (centres undefined)	5%	-3%	15%	-9	-20%	32%[57.1 µM]	5%[57.1 µM]	2%	u
9	CC(=O)Nc1c(O)nc(SCC(=O)Nc2c(C)cccc2C)[nH]c1=O	1%	-10%	0%	-1	-1%	26%	12%	23%	-12%
10	CC(C)(C)c1cc(NC(=O)COC(=O)C2CC2)n(-c2ccccc2)n1	-1%	1%	5%	-3	7%	5%	1%	74%[activator]	-15%
11	CC(C)c1nnc(NC(=O)CCS(=O)(=O)Cc2ccccc2)s1	-1%	1%	0%	-3	14%	13%	-3%	-16%	-5%
12	O=C(NCCCN1CCCCCC1)c1ccc2c(Cl)c3c(nc2c1)CCCC3	26%	-3%	3%	-4	4%	u	-2%	4%	-20%
13	CCN1CCN(Cc2ccc(NC(=O)c3cc(NC(=O)c4ccc5n[nH]nc5c4)cc(OC)c3)cc2C(F)(F)F)CC1	3%	-4%	-1%	3	3%	12%	0%	39%[activator]	u
14	COc1ccc(NC(=O)CN2CCC(C(N)=O)CC2)cc1	-2%	-5%	-2%	-4	1%	24%	8%	44%[activator]	-7%
15	COC(=O)c1ccc(NC(=O)c2cc(-c3ccccn3)nc3ccccc23)cc1	0%	0%	1%	-2	-10%	22%[57.1 µM]	-13%[57.1 µM]	30%	-18%
16	COc1cc2cc(C(=O)NCCc3ccccc3)[nH]c2cc1OC	1%	-10%	1%	-3	-1%	44%	57%[activator][57.1 µM]	13%	-7%
17	Cc1ccc(S(=O)(=O)N2CCCC2C(=O)O)s1 (centres undefined)	1%	-5%	9%	2	-4%	8%	2%	48%[activator]	-16%
18	Cc1cc(C)c2c(CC(=O)N3CCN(c4cccc(Cl)c4)CC3)coc2c1	8%	-2%	0%	-7	-1%	10%	2%	42%	-10%
19	COc1ccc(N2C(N)=C(C#N)C(c3cccnc3)C3=C2CC(C)(C)CC3=O)cc1 (centres undefined)	0%	0%	8%	-5	15%	u	10%[57.1 µM]	44%[activator]	-19%
20	CCC1C(=O)NCCN1C(=O)c1ccc2nc(Cc3ccc(OC)cc3)oc2c1 (centres undefined)	-2%	-6%	12%	1	-4%	22%[57.1 µM]	-5%[57.1 µM]	71%[activator]	-7%
21	COc1ccc(OCC(=O)N2CCN(C(=O)c3cccc(OC)c3)CC2)cc1	-7%	i	7%	-4	4%	4%	3%	35%	-28%

Sorted by the number under PGK inhibitor (smallest number first): 5 of the compounds above
| # | canonical_smiles | PGK inhibitor |
| --- | --- | --- |
| 16 | COc1cc2cc(C(=O)NCCc3ccccc3)[nH]c2cc1OC | -10% |
| 4 | CN(C)c1ccc(N=C/C=C2\N(C)c3ccccc3C2(C)C)cc1 | -8% |
| 17 | Cc1ccc(S(=O)(=O)N2CCCC2C(=O)O)s1 (centres undefined) | -5% |
| 12 | O=C(NCCCN1CCCCCC1)c1ccc2c(Cl)c3c(nc2c1)CCCC3 | -3% |
| 6 | Cc1cc(C(=O)N2CCCC(CO)(Cc3ccc(F)cc3)C2)c(C)o1 (centres undefined) | 4% |

3 structures from above, arranged by formula weight, low to high.
#	SMILES	Pin1 inh	PGK inhibitor	mIDH1 inhibitor	PI4K2A block	GLS inh	TrxR1 inh	TrxR1 substrate	HP1b binding inh	USP1 inh
8	CC(OC(=O)c1cn(-c2ccccc2)nc1-c1cccnc1)C(N)=O (centres undefined)	5%	-3%	15%	-9	-20%	32%[57.1 µM]	5%[57.1 µM]	2%	u
7	OCCNc1ncnc2c1sc1nc(N3CCOCC3)c3c(c12)CCC3	u	-6%	12%	-14	-14%	8%[57.1 µM]	36%	2%	-20%
21	COc1ccc(OCC(=O)N2CCN(C(=O)c3cccc(OC)c3)CC2)cc1	-7%	i	7%	-4	4%	4%	3%	35%	-28%

These rows are one share of the data; count on the stated rates, not on these rows.
